SW480 rerep: inducers of DNA re-replication in SW480 colon cancer cells; SW480 DNA re-replication, Hoechst DNA content imaging, 48 h; AID 624297; 340,000 compounds, 1.8% hits; Potency, µM (series often up to 46.1 µM), for the others: top-dose re-replication activation, most hits filed as activators; further: potency means the concentration at half of the fitted maximal effect; % of control where 0% means no effect; nearly all actives have a fitted effect of over 55% in size
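250 cells/well; 23 nL cpd via pin tool; 48 hr, 37 C, 5% CO2; Hoechst 40 min; imager read of total nuclear intensity, ex 405/em 500-530 nm.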
MCF10A rereplic: DNA re-replication induction in MCF 10a cells. 350,000 compounds, 2.9% hits. Potency, µM (series often up to 46.1 µM), inactives show top-dose activity, positive = re-replication, actives largely listed as activators. AID 624296. MCF 10A DNA re-replication, Hoechst nuclear intensity, 48 h; further: potency means the concentration at half of the fitted maximal effect; % of control where 0% means no effect; nearly all actives have a fitted effect of over 50% in size
IL-1B inflam inh: blocks inflammasome-driven IL-1 beta release; activity change, % at 57.5 µM; 360,000 compounds, 4.7% hits; AID 743279; THP-1 LPS/ATP IL-1B secretion, AlphaLISA, 16 h; active compounds read low; in the data active means activity change below about -50%; inconclusive means mostly about -30% to -49%; further: on the % scale 0 is the no-effect control and ±100 the full control effect
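THP-1 cells pretreated 1 hr with compounds (up to 57.5 uM final), then stimulated with LPS (250 ng/mL final) plus ATP (1.25 mM final); secreted IL-1B measured by AlphaLISA after 16 hr, decreased signal indicating inhibition.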
KB-3-1 cytotox: KB-3-1 parental cell cytotoxicity. KB-3-1 viability, CellTiter-Glo ATP luminescence, 72 h. Potency, µM (doses to about 46.1 µM), for the others: at the highest dose activity change, negative = cytotoxic, usual class: cytotoxic. 400,000 compounds, 1.4% hits; further: potency means the concentration at half of the fitted maximal effect; on the % scale 0 is the no-effect control and ±100 the full control effect; nearly all actives have a fitted effect of over 60% in size
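Screening of KB-3-1 cells (DMEM, 10% FBS, phenol-red free) ran from lowest to highest compound concentration; after 72 h at 37 °C viability was read luminescently and curves fitted.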
ATXN viability: viability counter-screen for ATXN expression inhibitors. Potency, µM (titrated, usually from 56.7 µM), most hits filed as cytotoxic. 400,000 compounds, 0.49% hits. AID 651635. S2 cells (HEK-293 line with an ATXN2-luciferase reporter) viability, CellTiter-Fluor protease fluorescence, 24 h; further: potency means the concentration at half of the fitted maximal effect; nearly all actives have a fitted effect of over 40% in size
ATXN2 expr inh: ATXN2 expression inhibition; HEK-293 ATXN2-luciferase reporter, luminescence, 24 h; Potency, µM (doses to about 57 µM), inactives show at the highest dose activity change, negative = inhibition, usual class: inhibitors; 360,000 compounds, 0.72% hits; AID 1745845; further: potency means the concentration at half of the fitted maximal effect; on the % scale 0 is the no-effect control and ±100 the full control effect; nearly all actives have a fitted effect of over 55% in size
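ATXN2-luciferase reporter cells (luciferase flanked by upstream and downstream ATXN2 gene portions) were treated 24 h at 37 °C with compounds at up to 57 uM. SteadyGlo luminescence gave expression; GF-AFC fluorescence gave viability.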
HT1080-NT tox: kills 2HG-producing HT-1080-NT fibrosarcoma cells; HT-1080-NT fibrosarcoma viability, CellTiter-Glo ATP luminescence, 48 h; Potency, µM (highest dose often 46.1 µM), for the others: top-dose activity, negative = less viability, actives largely listed as cytotoxic; 360,000 compounds, 1.6% hits; AID 686970;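 further: NT is the 2HG producing partner of a matched IDH1 knockdown line; potency means the concentration at half of the fitted maximal effect; 0% = DMSO-treated cells and -100% = media-only wells without cells; nearly all actives have a fitted effect of over 55% in size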
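HT-1080-NT fibrosarcoma cells (2HG-overproducing), 750 cells/well in RPMI with 5% FBS, dosed after 2 h and incubated 48 h at 37C. CellTiter-Glo luminescence normalized to DMSO and no-cell wells; concentration-response curves fitted and classed.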
HT1080 IDH1KD tx: toxicity to HT-1080 IDH1 knockdown cells (counter line); Potency, µM (series often up to 46.1 µM), for the others: top-dose activity, negative = toxicity, hits mostly cytotoxic; HT-1080 IDH1 knockdown viability, ATP luminescence, 48 h; 360,000 compounds, 2% hits;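 further: potency means the concentration at half of the fitted maximal effect; 0% = DMSO wells and -100% = cell-free medium wells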
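Luminescent ATP read-out (CellTiter-Glo, 10 min at room temperature) after 48 h compound exposure at 37 °C gave viability of IDH1-knockdown HT-1080 cells. Activity was normalised to DMSO and cell-free wells, then fitted as concentration-response curves.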
HepG2 tox: kills HepG2 cells in TGF-b inhibitor counter-screen; HepG2 CAGA-GFP viability, ATP luminescence, 18 h; Potency, µM (top dose mostly 46.1 µM), inactives show top-dose activity change, negative = cytotoxicity, actives largely listed as cytotoxic; 410,000 compounds, 0.76% hits; further: potency means the concentration at half of the fitted maximal effect; some results filed as inactive show a strong effect at the top dose
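CellTiter-Glo luminescence gave cytotoxicity after 18 hours at 37 degrees C. The cells were HepG2 CAGA-GFP in 1% FBS DMEM, stimulated with 500 pg/mL TGF-beta after compound addition. %Activity was normalised to no-cell wells (complete cell-killing) and DMSO (no toxicity), and curves were fitted and classified.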
Active calls of the source: *; i = inactive; ? = inconclusive; / = not tested or not shown; & = joins results of further samples; ! = not confirmed by another sample; [ ] = remark or other dose. Unless noted, the call rests on the fitted dose curve; in most records, active means well fitted curve in the direction sought with a large enough effect; inconclusive means small, poorly fitted or top-dose-only effect, or another doubt; inactive means no such curve, though single readings can be large; an effect the other way counts as inactive or inconclusive. An unsorted share of the library; any-hit rate near 8.9%.

A first look (4 entries):
SMILES	SW480 rerep	MCF10A rereplic	IL-1B inflam inh	KB-3-1 cytotox	ATXN viability	ATXN2 expr inh	HT1080-NT tox	HT1080 IDH1KD tx	HepG2 tox
COc1ccccc1Nc1c([N+](=O)[O-])cncc1[N+](=O)[O-]	-2%	-15%	27	-6%	?	-1%	1%	1%	-15%
O=c1c2cc(F)ccc2[nH]c(=S)n1CCCN1CCOCC1	2%	-1%	-9	4%	i	-2%	4%	9%	-4%
O=C(NCC1CCCO1)c1ccc(COc2ccc(Cl)cc2)cc1 (configuration not stated)	1%	0%	-8	17%	i	-24%	?	-23%	-20%
Oc1c(I)cc(Cl)c2cccnc12	?	?	20	-13%	?	32µM*!	?	12µM*	-17%&-2%

All compounds of this part (from the top)
SMILES	SW480 rerep	MCF10A rereplic	IL-1B inflam inh	KB-3-1 cytotox	ATXN viability	ATXN2 expr inh	HT1080-NT tox	HT1080 IDH1KD tx	HepG2 tox
COc1ccccc1Nc1c([N+](=O)[O-])cncc1[N+](=O)[O-]	-2%	-15%	27	-6%	?	-1%	1%	1%	-15%
O=c1c2cc(F)ccc2[nH]c(=S)n1CCCN1CCOCC1	2%	-1%	-9	4%	i	-2%	4%	9%	-4%
O=C(NCC1CCCO1)c1ccc(COc2ccc(Cl)cc2)cc1 (configuration not stated)	1%	0%	-8	17%	i	-24%	?	-23%	-20%
Oc1c(I)cc(Cl)c2cccnc12	?	?	20	-13%	?	32µM*!	?	12µM*	-17%&-2%
CCOC(=O)c1[nH]c(C)c(C(=O)OCC(=O)NCc2ccc(Cl)cc2)c1C	-2%	0%	23	11%	i	/	11%	4%	7%
Cc1ccc(C)c(NC(=O)CSc2nnc(CCCCCNC(=O)OC(C)(C)C)o2)c1	0%	0%	10	12%	i	-13%	0%	-9%	-20%
CCCCn1nnc(NC(=O)c2ccc(-c3cccc(Cl)c3)o2)n1	2%	?	-11	-10%	i	30%	-11%	-17%	-34%
Cc1cc(N2CCN(c3ccccc3)CC2)n2nnnc2n1	-6%	-8%	-9	3%	?	-2%	1%	17%	1%
CC(NC(=O)c1ccccc1N)c1ccccc1 (configuration not stated)	-1%	1%	15	4%	i	-2%	14%	5%	6%
CCCC(=O)Nc1nc2c(s1)CC(C(C)(C)C)CC2 (configuration not stated)	/	/	/	10%	i	57%[activator]	/	/	-29%
O=c1oc(-c2ccccc2Br)nc2ccccc12	?	?	71	-8%	i	4%	-13%	-17%	-46%
CCOCCn1[nH]c2ccccc2c1=O	-4%	14%	27	3%	i	-8%	0%	-6%	1%
CCCCC(=O)N=c1sc2c(OC)ccc(OC)c2n1C	12%	?	-6	0%	i	3%	?	20%	1%
Cc1nc2ccn(Cc3ccccc3)c(=O)c2cc1C(=O)N1CCN(c2ccccc2)CC1	-1%	1%	12	2%	i	-10%	?	-4%	-2%
Nc1cc(=O)nc(SCC(=O)Nc2ccc(F)cc2)n1CCc1ccccc1	/	/	/	-10%	i	9%	/	/	4%
CC(OC(=O)C1CCC1)C(=O)Nc1cc(Cl)cc(Cl)c1 (configuration not stated)	-9%	0%	0	0%	i	-3%	6%	6%	2%
COC(=O)Cc1c(C)nc2nc(-c3ccccc3)[nH]n2c1=O	-2%	-2%	17	1%	i	-4%	6%	5%	10%
CCc1ccc2occ(CC(=O)Nc3ccccc3C(F)(F)F)c2c1	/	/	/	-3%	i	-19%	/	/	-3%
Cc1noc(C)c1CN1C(=O)c2ccc([N+](=O)[O-])cc2C1=O	-14%	-24%	20	12%	i	4%	7%	9%	8%
Cc1cc2c(cc1C)-n1nnnc1C(N(C)CCc1ccccc1)C(=O)N2 (configuration not stated)	/	/	20	-18%	/	/	-1%	-7%	/
COc1ccc(C(=O)OCC(=O)NCCCc2ccccc2)c(OC)c1	-12%	4%	-3	29%	i	3%	1%	1%	-37%
CC(C)CC(N)c1csc(NC(=O)Nc2ccccc2Cc2ccccc2)n1 (configuration not stated)	/	/	?	?	/	?	?	?	-92%
CC(C)OCCCNC(=O)C1CCC(=O)N1C1CCCC1 (configuration not stated)	-6%	-9%	1	5%	?	9%	5%	-5%	9%
COc1ccc([N+](=O)[O-])cc1NC(=O)C(C)Sc1nc(C)c(C)c(C)n1 (configuration not stated)	-4%	22%	-1	-4%	i	-6%	-15%	-6%	10%
Cc1cc(OCC(=O)Nc2ccc(Br)cc2)cc2c1C(=O)CC(C)(C)O2	?	?	-81*	-6%	i	13µM*	-16%	-3%	-7%
Nc1ccn([C@@H]2O[C@H](CNCc3ccc(N4CCNCC4)cc3)[C@@H](O)[C@H]2O)c(=O)n1	/	/	11	-14%	i	-7%	16%	-13%	0%
c1ccc(-n2cccc2)c(N2CCCCC2)c1	1%	4%	/	2%	i	-11%	10%	-2%	-23%
NC(=O)COC(=O)CC12CC3CC(CC(C3)C1)C2	0%	0%	23	8%	?	-18%	-1%	5%	-6%
Cc1ccc(OCCN(C)C(=O)C2CCC(=O)N(CCCN3CCCC3=O)C2)cc1 (configuration not stated)	-64%	-25%	23	7%	i	5%	6%	5%	1%
CC(=O)n1c(=O)c2ccccc2c(=O)n1-c1ccccc1	-4%	-15%	27	-3%	i	11%	14%	20%	-2%
CCOC(=O)Cc1csc(NC(=O)COc2ccc(C)c(C)c2)n1	-5%	3%	24	26%	i	-2%	5%	6%	-1%
Cc1cc2ccccc2c(=O)n1CC(=O)NCC(=O)N1CCN(c2cccc(Cl)c2)CC1	1%	0%	11	-15%	i	-10%	-2%	-1%	-22%
COc1ccc(NC(=O)CCS(=O)(=O)c2cccc3nonc23)cc1Cl	-3%	-1%	-12	0%&12%	i	3%&-3%	1%	5%	-7%&-4%
CC(=O)Nc1ccc(OC(F)(F)C(F)C(F)(F)F)c(NC(C)=O)c1 (configuration not stated)	-4%	1%	-6	4%	i	0%	-1%	3%	8%
Cc1ccc(C2(C)NC(=O)N(CC(=O)Nc3ccc(Cl)c(S(=O)(=O)N4CCCCC4)c3)C2=O)cc1 (configuration not stated)	11%	18%	-14	-22%	?	5%	-9%	-8%	-3%
O=C(CCCOc1ccc(Cl)cc1Cl)Nc1cccnc1	-5%	-1%	-29	-2%	i	0%	7%	12%	3%
CCS(=O)(=O)C1=NSC2=NC(=O)/C(=C\c3ccc(OS(=O)(=O)c4ccccc4)c(OC)c3)C(=N)N21	13%	?	-12	0%	i	/	8%	2%	-1%
COc1ccc(C(C(=O)NC2CCCCC2)N(C(=O)c2sc(C)nc2C)c2ccccc2C)cc1 (configuration not stated)	1%	-2%	13	1%	?	-5%	?	?	-13%
C=CCn1c(=O)c2c(nc3n2CC(C)CN3Cc2ccccc2)n(C)c1=O (configuration not stated)	?	7%	-3	2%	i	/	8%	-2%	-38%
CCCCOC(=O)Cn1c2ccc(OC)cc2c2nc3ccccc3nc21	3%	2%	2	-4%	?	?	-10%	-12%	-3%
COC(=O)N/N=C/c1cc(Cl)cc(Cl)c1OCc1ccccc1F	0%	13%	13	7%	?	-9%	12%	3%	-61%
Cc1nnsc1C(=O)N1CCCC(N2CCN(c3cccc(C(F)(F)F)c3)CC2)C1 (configuration not stated)	3%	6%	0	-10%	i	-13%	-1%	-1%	-32%
Cc1cccc(NC(=O)CCc2ccccc2)c1C	-6%	-2%	-22	6%	i	4%	-2%	20%	-17%
COc1ccc(NC(=O)CCN2CCN(CCO)CC2)cc1	/	/	/	10%	i	5%	/	/	-14%
N#CC1(C#N)CC(C=O)=C(N)C1(C#N)CC(=O)c1ccc(F)cc1 (configuration not stated)	0%	24%	0	17%	i	-4%	3%	11%	-8%
O=C(NC1CCC(O)CC1)C1CCN(S(=O)(=O)c2c(Cl)cccc2Cl)CC1 (configuration not stated)	?	4%	28	-15%	i	-15%	-1%	-6%	-5%
Cc1cc(F)ccc1S(=O)(=O)Nc1ccc(C(=O)N2CCCCC2)cc1	-2%	15%	23	0%	i	3%	-25%	-23%	2%
CC(C)(C)NC(=O)CN(C(=O)C1CSC(=O)C1)c1ccccc1F (configuration not stated)	-21%	-1%	25	4%	i	-1%	9%	20%	-14%
N#Cc1cnc(SCC(=O)N2CCCC2)nc1N	-7%	-2%	-6	3%	i	19%	2%	4%	-56%
Cc1nc2ccccc2n1Cc1ccc(Cl)cc1	?	?	-14	?	i	-16%&-23%	?	?	-7%
Cc1ccc(S(=O)(=O)NCC2CCC(C(=O)NCCCN3CCC(C)CC3)CC2)cc1 (configuration not stated)	/	/	-4	-8%	i	/	0%	-15%	-19%
CCCC1=C(C(=O)OCC)C(c2ccco2)n2ncnc2N1 (configuration not stated)	104%	2%	17	0%	i	/	19%	4%	24%
COc1ccc(NC(=O)N2CCN(c3ccc([N+](=O)[O-])cc3)CC2)cc1	-1%	-3%	2	7%	i	-17%	15%	13%	-4%
CS(=O)(=O)N1CCN(c2ccc(Cl)cc2[N+](=O)[O-])CC1	/	-4%	-16	13%	i	-8%	13%	13%	15%
COc1ccc(OC)c(-c2csc(-c3c(N)c(C(=O)c4ccccc4)n4ccccc34)n2)c1	/	/	/	4%	i	-2%	/	/	3%
CC(C)(C)c1ccc(C(=O)NC(=S)NNC(=O)COc2ccccc2)cc1	-14%	20%	78	?	i	16%	?	?	-5%
CCc1ccc2c(c1)NC(=O)C2(C)Cc1ccccc1Cl (configuration not stated)	/	/	39	-2%	?	-21%	?	?	-22%
O=C(NNC(=O)c1ccccc1F)c1ccco1	-5%	2%	0	2%	i	5%	17%	19%	7%
